High-throughput results from PubChem.
RPL19A-GFP yeast: alters RPL19A-GFP fluorescence in TOR pathway yeast screen | S. cerevisiae RPL19A-GFP strain, flow cytometry, 3 h; hits give low values | percent response vs DMSO, % at 10 µM | actives 0.3% (n = 330,000);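 active = percent response vs DMSO below 50%; inconclusive = fewer than 70 events counted for the yeast strain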;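 note: median channel GFP fluorescence of the barcoded RPL19A-GFP strain; ratio of sample median GFP to plate DMSO average so 100% = DMSO; lower means less RPL19A-GFP as with rapamycin TOR inhibition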
Yeast superoxide: lowers age-related superoxide in aged yeast cells; S. cerevisiae aged cells, superoxide DHE fluorescence; hits give low values; superoxide response (% of plate mean), % at 10 µM; actives 0.18% (n = 330,000); AID 2690;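 active = superoxide response under a set limit, about three screen SD below normal, cut at about 65% in these data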;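 note: yeast aged for seven days with compound at 30 °C before DHE staining; 100% = average MFI of all compound-treated wells on the plate with controls excluded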
AHR activator: activates the human aryl hydrocarbon receptor; AHR-responsive luciferase reporter cells, luminescence; P35869; activation, % at 5 µM; AID 2796; actives 2.5% (n = 320,000); in the data active = activation above about 47%;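 note: 0% = vehicle wells and 100% = reference agonist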
Target sequence (P35869 whole entry, looked up): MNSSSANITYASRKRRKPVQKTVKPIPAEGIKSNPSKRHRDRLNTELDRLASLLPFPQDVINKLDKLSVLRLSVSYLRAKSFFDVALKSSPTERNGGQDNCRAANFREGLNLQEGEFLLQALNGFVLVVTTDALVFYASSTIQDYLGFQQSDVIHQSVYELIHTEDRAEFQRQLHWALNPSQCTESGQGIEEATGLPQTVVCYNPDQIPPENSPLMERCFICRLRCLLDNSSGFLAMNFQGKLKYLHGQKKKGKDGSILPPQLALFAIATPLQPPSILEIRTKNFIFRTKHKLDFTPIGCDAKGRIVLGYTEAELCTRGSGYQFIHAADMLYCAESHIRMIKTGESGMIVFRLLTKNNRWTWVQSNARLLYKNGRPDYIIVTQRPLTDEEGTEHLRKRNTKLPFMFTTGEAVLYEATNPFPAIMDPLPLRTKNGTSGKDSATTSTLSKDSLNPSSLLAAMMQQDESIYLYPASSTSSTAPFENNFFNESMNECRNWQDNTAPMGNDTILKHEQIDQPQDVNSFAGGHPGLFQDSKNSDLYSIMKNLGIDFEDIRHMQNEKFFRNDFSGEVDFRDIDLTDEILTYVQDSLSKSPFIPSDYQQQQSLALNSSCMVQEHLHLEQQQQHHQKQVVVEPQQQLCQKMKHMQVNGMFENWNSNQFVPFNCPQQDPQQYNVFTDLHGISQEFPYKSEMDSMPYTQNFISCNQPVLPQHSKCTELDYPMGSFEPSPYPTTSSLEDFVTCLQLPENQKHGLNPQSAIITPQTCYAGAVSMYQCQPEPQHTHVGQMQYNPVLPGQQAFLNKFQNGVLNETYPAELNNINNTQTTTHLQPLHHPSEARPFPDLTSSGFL
AGP1-GFP MLPCN: alters AGP1-GFP fluorescence in TOR pathway yeast screen; GFP response vs DMSO, % at 10 µM; AID 2066; actives 0.02% (n = 320,000); S. cerevisiae AGP1-GFP multiplex flow cytometry, 3 h; GFP as percent of DMSO wells;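 active = GFP response relative to DMSO above a set limit, near screen average plus 3 SD, cut at about 150% in these data; inconclusive = fewer than 70 cells counted for the yeast strain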;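 note: median GFP channel fluorescence of the gated AGP1 strain per well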
MEP2-GFP yeast: alters MEP2-GFP fluorescence in TOR pathway yeast screen; GFP response vs DMSO, % at 10 µM; actives 0.51% (n = 330,000); S. cerevisiae MEP2-GFP strain, flow cytometry GFP, 3 h; 100% = DMSO control level;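 active = GFP response versus DMSO above a set limit, roughly screen mean plus 3 SD, cut at about 180% in these data; inconclusive = fewer than 70 cells counted for a yeast strain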;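 note: median GFP fluorescence of the barcode-gated MEP2-GFP cells per well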
CIT2-GFP yeast: modulators of TOR pathway CIT2-GFP in S. cerevisiae; GFP response vs DMSO, % at 10 µM; actives 0.065% (n = 320,000); AID 2029; S. cerevisiae CIT2-GFP strain, flow cytometry, 3 h; 100 means same as DMSO wells;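 active = GFP response relative to DMSO above a set limit, near the screen mean plus 3 SD, cut at about 150% in these data; inconclusive = Fewer than 70 cells measured for a yeast strain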;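 note: ratio of well median GFP fluorescence to mean of DMSO wells on the plate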
LAP4-GFP MLPCN: yeast TOR pathway LAP4-GFP modulation; S. cerevisiae LAP4-GFP multiplex, flow cytometry GFP, 3 h; median GFP as percent of DMSO wells; GFP response vs DMSO, % at 10 µM; actives 0.34% (n = 320,000);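 active = GFP response vs DMSO above a set limit, about the screen mean plus 3 SD, cut at about 150% in these data; inconclusive = under 70 cell events counted for the yeast strain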
Efflux pump mplx: blocks antifungal efflux pumps in multiplex yeast assay; inhibition, % at 10 µM; actives 0.44% (n = 330,000); S. cerevisiae Candida pump triplex, Nile Red efflux;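 active = plate passing quality check with inhibition over a set limit, or well fluorescence over plate mean plus 4 SD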;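 note: Nile Red retained in pooled yeast measured as flow cytometry median fluorescence; 0% = buffer negative control and 100% = Enniatin B positive control; higher means more Nile Red kept so more efflux inhibition; some compounds called inactive have numbers as strong as hits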
Numbers without * were called inactive; [ ] = another dose, or the depositor's remark. This is a random part of the collection; overall some 3.9% were active at least once.

Start of the data: the first 3 compounds as a preview:
Cc1cccc(Nc2ncnc(N)c2[N+](=O)[O-])n1 was read as RPL19A-GFP yeast 98, Yeast superoxide 138, AHR activator 0, AGP1-GFP MLPCN 84, MEP2-GFP yeast 98, CIT2-GFP yeast 103, LAP4-GFP MLPCN 99 and Efflux pump mplx -0.1.
For CC(C)C1CC(CCN)(Cc2ccccc2)CCO1 (stereo not drawn) the results were RPL19A-GFP yeast 101, Yeast superoxide 98, AHR activator -2, AGP1-GFP MLPCN 100, MEP2-GFP yeast 99, CIT2-GFP yeast 102, LAP4-GFP MLPCN 95 and Efflux pump mplx -0.2.
For COc1ccccc1NC(=O)Cn1nc(Cc2cccnc2)c2ccccc2c1=O the results were RPL19A-GFP yeast inconclusive, Yeast superoxide 101, AHR activator 15, AGP1-GFP MLPCN inconclusive, MEP2-GFP yeast inconclusive, CIT2-GFP yeast 94[may fluoresce red], LAP4-GFP MLPCN inconclusive and Efflux pump mplx 0.1.

All compounds of this part, from the start:
Cc1cccc(Nc2ncnc(N)c2[N+](=O)[O-])n1 was read as RPL19A-GFP yeast 98, Yeast superoxide 138, AHR activator 0, AGP1-GFP MLPCN 84, MEP2-GFP yeast 98, CIT2-GFP yeast 103, LAP4-GFP MLPCN 99 and Efflux pump mplx -0.1.
For CC(C)C1CC(CCN)(Cc2ccccc2)CCO1 (stereo not drawn) the results were RPL19A-GFP yeast 101, Yeast superoxide 98, AHR activator -2, AGP1-GFP MLPCN 100, MEP2-GFP yeast 99, CIT2-GFP yeast 102, LAP4-GFP MLPCN 95 and Efflux pump mplx -0.2.
For COc1ccccc1NC(=O)Cn1nc(Cc2cccnc2)c2ccccc2c1=O the results were RPL19A-GFP yeast inconclusive, Yeast superoxide 101, AHR activator 15, AGP1-GFP MLPCN inconclusive, MEP2-GFP yeast inconclusive, CIT2-GFP yeast 94[may fluoresce red], LAP4-GFP MLPCN inconclusive and Efflux pump mplx 0.1.
Screening CCN(CC)CCCN=Cc1c(O)n(-c2ccccc2C)c(=O)c2ccccc12 returned RPL19A-GFP yeast 105, Yeast superoxide 101, AHR activator -1, MEP2-GFP yeast 109 and Efflux pump mplx -0.1.
`CN(C)C(=O)CSc1nnc([C@H](Cc2c[nH]c3ccccc23)NC(=O)OC(C)(C)C)o1` gave RPL19A-GFP yeast 93, Yeast superoxide 89, AHR activator 4, AGP1-GFP MLPCN 96, MEP2-GFP yeast 96, CIT2-GFP yeast 102, LAP4-GFP MLPCN 98 and Efflux pump mplx -0.1.
For COc1cc(OC)c(OC)cc1CNC(=O)c1cc(S(=O)(=O)N2CCOCC2)ccc1F the results were RPL19A-GFP yeast 97, Yeast superoxide 95, AHR activator 0, AGP1-GFP MLPCN 96, MEP2-GFP yeast 101, CIT2-GFP yeast 105, LAP4-GFP MLPCN 97 and Efflux pump mplx -0.2.
`O=C(NCc1ccco1)C(=O)NCC(c1ccco1)N1CCOCC1` (stereo not drawn) gave RPL19A-GFP yeast 99, Yeast superoxide 110, AHR activator 0, AGP1-GFP MLPCN 101, MEP2-GFP yeast 104, CIT2-GFP yeast 99, LAP4-GFP MLPCN 97 and Efflux pump mplx 0.0.
For CC(C)N(C(=O)[C@H]1CC(CC(=O)NC(C)(C)C)C(=O)N2CCc3c([nH]c4ccccc34)[C@]12C)C(C)C (stereo partly drawn) the results were RPL19A-GFP yeast 91, Yeast superoxide 104, AHR activator 0, AGP1-GFP MLPCN 86, MEP2-GFP yeast 82, CIT2-GFP yeast 84, LAP4-GFP MLPCN 84 and Efflux pump mplx 0.2.
For CCC1CCCCN1Cc1ccc(OC)c(C)c1C (stereo not drawn) the results were RPL19A-GFP yeast 108, Yeast superoxide 91, AHR activator 0, AGP1-GFP MLPCN 113, MEP2-GFP yeast 109, CIT2-GFP yeast 113, LAP4-GFP MLPCN 116 and Efflux pump mplx 0.0.
`COCCNCCCOc1ccc(Cl)cc1Br` gave RPL19A-GFP yeast 95, Yeast superoxide 102, AHR activator 2, AGP1-GFP MLPCN 85, MEP2-GFP yeast 113, CIT2-GFP yeast 107, LAP4-GFP MLPCN 92 and Efflux pump mplx 0.0.
For CC1=C(C)C(=O)N(CCC(=O)O)C1=O the results were RPL19A-GFP yeast 91, Yeast superoxide 99, AHR activator -2, AGP1-GFP MLPCN 92, MEP2-GFP yeast 95, CIT2-GFP yeast 80, LAP4-GFP MLPCN 82 and Efflux pump mplx 0.0.
`COc1cc(C2SC(C)C(=O)N2CCc2ccccc2)cc(OC)c1OC` (stereo not drawn) gave RPL19A-GFP yeast 100, Yeast superoxide 110, AHR activator 0, AGP1-GFP MLPCN 94, MEP2-GFP yeast 97, CIT2-GFP yeast 100, LAP4-GFP MLPCN 92 and Efflux pump mplx 0.0.
For CCSc1nc(N)nc(-c2cccs2)c1C#N the results were RPL19A-GFP yeast 102, Yeast superoxide 106, AHR activator -9, AGP1-GFP MLPCN 95, MEP2-GFP yeast 107, CIT2-GFP yeast 116, LAP4-GFP MLPCN 84 and Efflux pump mplx -0.1.
CCCSc1nnc(NC(=O)Nc2ccccc2)s1 was read as RPL19A-GFP yeast 96, Yeast superoxide 127, AHR activator 16, AGP1-GFP MLPCN 78, MEP2-GFP yeast 101, CIT2-GFP yeast 82, LAP4-GFP MLPCN 84 and Efflux pump mplx 15*.
COc1ccccc1-c1nc(S(=O)(=O)c2ccccc2)c(N2CCOCC2)o1 was read as RPL19A-GFP yeast 96, Yeast superoxide 88, AHR activator 6, AGP1-GFP MLPCN 95, MEP2-GFP yeast 94, CIT2-GFP yeast 95, LAP4-GFP MLPCN 94 and Efflux pump mplx 0.0.
O=C(CSc1nc2ccccc2c(=O)n1Cc1ccccc1)Nc1ccc(Br)cc1C(=O)O was read as RPL19A-GFP yeast 102, Yeast superoxide 114, AHR activator -2, AGP1-GFP MLPCN 100, MEP2-GFP yeast 104, CIT2-GFP yeast 98, LAP4-GFP MLPCN 99 and Efflux pump mplx 0.1.
`COc1ccc(C(=O)OCC2CC(c3ccccc3)=NO2)cc1OC` (stereo not drawn) gave RPL19A-GFP yeast 106, Yeast superoxide 98, AHR activator -1, AGP1-GFP MLPCN 106, MEP2-GFP yeast 108, CIT2-GFP yeast 99, LAP4-GFP MLPCN 102 and Efflux pump mplx -0.1.
Screening COc1cc2[nH]c3c(=O)n4c(nc3c2cc1OC)SCCC4 returned RPL19A-GFP yeast 96, Yeast superoxide 101, AHR activator 21, AGP1-GFP MLPCN 102, MEP2-GFP yeast 104, CIT2-GFP yeast 90, LAP4-GFP MLPCN 101 and Efflux pump mplx 0.1.
CCOC(=O)N1CCN(C(=O)C(=O)NNC(=O)COc2ccc(Cl)cc2)CC1 was read as RPL19A-GFP yeast 107, Yeast superoxide 100, AHR activator 1, AGP1-GFP MLPCN 107, MEP2-GFP yeast 109, CIT2-GFP yeast 109, LAP4-GFP MLPCN 96 and Efflux pump mplx 0.0.
`O=C(c1ccc(NC(=O)C2(c3ccccc3)CCCC2)cc1)N1CCOCC1` gave RPL19A-GFP yeast 94, Yeast superoxide 117, AHR activator -1, AGP1-GFP MLPCN 102, MEP2-GFP yeast 96, CIT2-GFP yeast 94, LAP4-GFP MLPCN 97 and Efflux pump mplx -0.1.
Cc1noc(C)c1COc1cccc(C(=O)NCc2cccc(Cl)c2)c1 was read as RPL19A-GFP yeast 94, Yeast superoxide 100, AHR activator 0, MEP2-GFP yeast 89, CIT2-GFP yeast 88, LAP4-GFP MLPCN 92 and Efflux pump mplx 0.0.
O=C(Nc1ccc(F)cc1)C(Cc1ccccc1)n1cccc1 (stereo not drawn) was read as RPL19A-GFP yeast 95, Yeast superoxide 96, AHR activator -2, AGP1-GFP MLPCN 100, MEP2-GFP yeast 95, CIT2-GFP yeast 100, LAP4-GFP MLPCN 105 and Efflux pump mplx -0.1.
Screening COc1ccc(N2CCN(S(=O)(=O)c3cccs3)CC2)cc1 returned RPL19A-GFP yeast 98, Yeast superoxide 95, AHR activator 12, AGP1-GFP MLPCN 101, MEP2-GFP yeast 105, CIT2-GFP yeast 99, LAP4-GFP MLPCN 120 and Efflux pump mplx -0.1.
For Cc1c(C(=O)NC(C)C2CC3CCC2C3)cccc1[N+](=O)[O-] (stereo not drawn) the results were RPL19A-GFP yeast 106, Yeast superoxide 96, AHR activator -1, AGP1-GFP MLPCN 99, MEP2-GFP yeast 106, CIT2-GFP yeast 97, LAP4-GFP MLPCN 100 and Efflux pump mplx -0.1.
`O=C(COc1ccccc1[N+](=O)[O-])N/N=C/c1ccc(OC(=O)c2ccco2)cc1` gave RPL19A-GFP yeast 101, Yeast superoxide 95, AHR activator 4, AGP1-GFP MLPCN 105, MEP2-GFP yeast 107, CIT2-GFP yeast 106, LAP4-GFP MLPCN 99 and Efflux pump mplx 0.0.
Cn1c(=NC(=O)CS(=O)(=O)c2ccccc2)sc2ccccc21 was read as RPL19A-GFP yeast 91, Yeast superoxide 103, AHR activator -3, AGP1-GFP MLPCN 92, MEP2-GFP yeast 97, CIT2-GFP yeast 102, LAP4-GFP MLPCN 98 and Efflux pump mplx 0.0.
`Cc1ccc(CSc2ncnc3c2cnn3Cc2ccccc2)cc1` gave RPL19A-GFP yeast 100, Yeast superoxide 102, AHR activator 0, AGP1-GFP MLPCN 98, MEP2-GFP yeast 99, CIT2-GFP yeast 93, LAP4-GFP MLPCN 95 and Efflux pump mplx -0.2.
Screening Cn1c(SCC(=O)NCC2CCCO2)nc2scc(-c3ccccc3)c2c1=O (stereo not drawn) returned RPL19A-GFP yeast 99, Yeast superoxide 107, AHR activator 5, AGP1-GFP MLPCN 102, MEP2-GFP yeast 100, CIT2-GFP yeast 102, LAP4-GFP MLPCN 101 and Efflux pump mplx 0.2.
`CCc1nc(SCC(=O)NC2CCCC2)c2c(=O)n(C)c(=O)n(C)c2n1` gave RPL19A-GFP yeast 90, Yeast superoxide 91, AHR activator 3, AGP1-GFP MLPCN 97, MEP2-GFP yeast 102, CIT2-GFP yeast 92, LAP4-GFP MLPCN 104 and Efflux pump mplx 0.0.
`COc1cccc(OCc2cc(C(=O)NCCc3cccc(C)n3)no2)c1` gave RPL19A-GFP yeast 101, Yeast superoxide 99, AHR activator 36, AGP1-GFP MLPCN 104, MEP2-GFP yeast 103, CIT2-GFP yeast 109, LAP4-GFP MLPCN 100 and Efflux pump mplx 0.2.
`NC(=S)c1ccc(C(N)=S)o1` gave RPL19A-GFP yeast 99, Yeast superoxide 102, AHR activator 1, AGP1-GFP MLPCN 102, MEP2-GFP yeast 105, CIT2-GFP yeast 105, LAP4-GFP MLPCN 106 and Efflux pump mplx -0.7.
`Cc1ccc(NC(=O)Cc2nnc(SCC(=O)Nc3nncs3)n2C)cc1` gave RPL19A-GFP yeast 101, Yeast superoxide 90, AHR activator -1, AGP1-GFP MLPCN 96, MEP2-GFP yeast 102, CIT2-GFP yeast 97, LAP4-GFP MLPCN 85 and Efflux pump mplx -0.1.
Cc1cc(S(=O)(=O)Nc2ccc(C(=O)NCC(C)(C)N3CCOCC3)cc2)ccc1F was read as RPL19A-GFP yeast 73, Yeast superoxide 99, AHR activator 0, AGP1-GFP MLPCN 86, MEP2-GFP yeast 86, CIT2-GFP yeast 89, LAP4-GFP MLPCN 75 and Efflux pump mplx 0.0.
For O=C(Oc1ccc(-n2cnnn2)cc1)c1ccccc1 the results were RPL19A-GFP yeast 98, Yeast superoxide 91, AHR activator 0, AGP1-GFP MLPCN 100, MEP2-GFP yeast 97, CIT2-GFP yeast 106, LAP4-GFP MLPCN 112 and Efflux pump mplx -0.3.
